Bioassay records: PubChem BioAssay, National Center for Advancing Translational Sciences (NCATS)
Pf Dd2 growth – qHTS Primary assay for Inhibitors of Plasmodium falciparum Dd2 growth in vitro; P. falciparum Dd2 growth, SYBR Green, 72 h; Potency, µM (highest dose often 28.9 µM), without a hit: at the highest dose activity, negative = inhibition, actives largely listed as inhibitors; 120,000 tested, 4.3% active; AID 1347417, 2020; active = well fitted inhibition curve with a large enough effect; inconclusive = small, poorly fitted or top-dose-only effect; inactive = no such curve, though single readings can be large or run the other way;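 also: plate controls were DMSO vehicle for no effect and reference drug for full effect; nearly all actives have a fitted effect of over 65% in size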
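Readout: SYBR Green fluorescence, 485 nm excitation, 535 nm emission, after ~16 h lysis at 37C. Before that, Dd2-infected red cells (2.5% hematocrit) grew 72 h with compound, 29 uM top final concentration.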
The depositor's hits bear a star; i = inactive; ? = inconclusive; [ ] = dose if it differs, or a comment. Potency is read from the fitted curve at half-maximal effect. The list is partial. The share of hits here may be higher or lower than overall.

SMILES | Pf Dd2 growth
Cc1cc(C)cc(-n2ccnc2SCC(=O)Nc2ccc(C)cc2C)c1 | ?
O=C(NCc1ccccc1Cl)c1ccc(NC(=O)N2CCSc3ccccc32)cc1 | -11.9%
COC1C(=O)N(c2cccc(F)c2)C12CCN(C(=O)c1cnc(C)cn1)CC2 (stereo not drawn) | -7.5%
COc1cccc(-c2noc(CCCC(=O)N[C@H]3C[C@@H]4OCC[C@H]34)n2)c1 | -14.4%
Cc1cccc(Cn2cnc3c(cnn3-c3ccc(Cl)cc3)c2=O)c1 | 11.4%
Cc1ccc(C(=O)N2CCC3(CC2)CC(=O)c2ccccc2O3)cc1 | i
Cc1cccc(CCNC(=O)C2CCC(CNS(=O)(=O)c3c(C)cc(C)cc3C)CC2)c1 (stereo not drawn) | i
Cc1cc(C)c(C#N)c(-c2ccc(C(C)N3CCOCC3)cc2)n1 (stereo not drawn) | -19.1%
O=C(Cc1ccccc1)N1CCC(c2noc(-c3cnccn3)n2)C1 (stereo not drawn) | i[5.79 µM]
CS(=O)(=O)c1ccc(-c2cnc([C@@H]3COCCN3C3CCNCC3)[nH]2)cc1 | -1.0%[44.1 µM]
O=C(Nc1ccc(Cl)cc1)c1nc2c(o1)CCN(Cc1cc(F)ccc1F)CC2 | i
Cc1ccc(C(=O)NC[C@H]2O[C@@H](CC(=O)N3CCN(c4ccccn4)CC3)[C@H](O)[C@@H]2O)cc1 | -21.0%
O=C(Nc1ccc(F)cc1)C1CCN(C(=O)c2ncn3c2COC(c2ccc(F)cc2)C3)CC1 (stereo not drawn) | i
Cc1nn(C)c2ncc(C(=O)O)c(NC3CC(c4cc(=O)[nH]cn4)C3)c12 (stereo not drawn) | 3.3%
O=C(NC[C@H]1OC[C@@H](NC2CCCCC2)[C@@H]1O)c1ccncc1 | 2.7%[44.1 µM]
CC(C)C(=O)N1Cc2ccccc2CC2(CCCCN2Cc2ccncc2)C1 (stereo not drawn) | 8.91µM*
COc1cc(OC)c(NC(=O)CN2C(=O)NC3(CCC(C)CC3)C2=O)cc1Cl (stereo not drawn) | 5.1%
CNC(=O)C1(N2CCC[C@H]2C(=O)N2CCC[C@@H]2COC)CCCCC1 | -24.6%[44.1 µM]
O=C(NC1CCN(c2cc(-c3cccs3)[nH]n2)C1)c1cccc(Cl)c1 (stereo not drawn) | ?
COC[C@H]1CCCN1Cc1nc(C2(O)CCN(CCC(C)C)CC2)cs1 | -11.2%[44.1 µM]
Cc1ccc(-c2nc(-c3nnn4c3COC(c3ccccc3Cl)C4)no2)s1 (stereo not drawn) | i
CCN(CC)CCNC(=O)c1cn(CC)c2ccc(S(=O)(=O)N3CCc4ccccc4C3)cc2c1=O | i
N#Cc1c(NC(=O)CS(=O)(=O)c2ccc(Cl)cc2)sc2c1CCCCC2 | 79.4%[activator]
Cc1ccc(CN(C(=O)COc2ccc(Cl)cc2Cl)C2CCS(=O)(=O)C2)o1 (stereo not drawn) | -10.5%
Cc1cccc(NC(=O)N2C[C@@H](F)C[C@H]2C(=O)N2CCCCC2)c1C | i

Pulled by compound from the entries so far:
SMILES | Pf Dd2 growth
Cc1cc(C)cc(-n2ccnc2SCC(=O)Nc2ccc(C)cc2C)c1 | ?
COc1cc(OC)c(NC(=O)CN2C(=O)NC3(CCC(C)CC3)C2=O)cc1Cl (stereo not drawn) | 5.1%

Going on with the list.
SMILES | Pf Dd2 growth
CC(C)c1ccccc1NC(=O)CN(c1ccccc1)S(=O)(=O)N(C)C | 45.2%[activator]
Cn1ccnc1C(=O)N1CCCN(S(=O)(=O)c2ccccc2)CCC(=O)NCC1 | 0.3%
Cc1ccc(CNc2nc3ccccc3n3cnnc23)cc1 | 12.1%
CC(C)CCN1CC(Oc2cccc(C(=O)N3CCOCC3)c2)C1 | ?
Cc1ccccc1[S+](=O)([O-])N1CCC2(CC1)OCCN(Cc1ccccc1)C2=O | ?
Cc1ccc(NC(=O)c2ccc3c(c2)N(C)C2CCCCN2C3=O)cc1Cl (stereo not drawn) | -16.8%
N#Cc1ccc(C(=O)N2CCCCCCNC(=O)[C@@H]3CCCC[C@@H]32)cc1 | -16.0%
CCOc1ccc(CCNC(=O)c2ccc(-c3nc(COc4ccc(C)cc4)c(C)o3)cc2)cc1 | 14.3%
O=C(c1ccc2[nH]ccc2c1)N1CCC2(CC1)N=C(c1cccc(Br)c1)NO2 | i
O=C(Nc1cccnc1Cl)c1cc(-c2ccc(Cl)cc2)on1 | 39.4%
O=S(=O)(c1ccccc1)n1nc(-c2ccc(Cl)cc2)nc1NCc1ccc(F)cc1 | ?
COc1ccc(-c2noc([C@H](C)O)c2C(=O)NC2CC2)cc1 | -17.9%[44.1 µM]
O=C(NC1CCN(c2cc(-c3cccs3)[nH]n2)CC1)c1cccc(F)c1 | i
Cc1noc2ncnc(N3CCN(c4ccccc4F)CC3)c12 | -6.5%
CCCC1COCCN1C(=O)c1cccc(CC2CCNCC2)c1 (stereo not drawn) | -2.2%
CCc1noc(-c2cn(C3CCCN(C(=O)c4cccc(Cl)c4)C3)nn2)n1 (stereo not drawn) | 130.5%[activator]
Cn1nccc1C(=O)N1CCC(N2C(=O)C3(CCCCC3)C2c2ccccc2)CC1 (stereo not drawn) | i
NS(=O)(=O)c1ccc(CCNC(=O)CCCCCn2c(=O)[nH]c3ccccc3c2=O)cc1 | i
O=C(c1ccoc1)N1CCC2(CCN(Cc3ccccn3)CC2)C(CO)C1 (stereo not drawn) | -5.5%
CCOC(=O)c1cc(S(=O)(=O)N2CCN(c3ccc(C(C)=O)cc3)CC2)[nH]n1 | ?
Cc1cnc(CC2CCCN(Cc3ccc(C#N)cc3)C2)n1C(C)C (stereo not drawn) | ?
CN1Cc2ncnc(N3CCN(c4ncccn4)CC3)c2CN(c2ccccc2)C1=O | -4.0%
CCCc1nn2c(=O)cc(COC(=O)c3cccc(NC(=O)c4cccs4)c3)nc2s1 | i
Cc1cccc(CC(=O)N2[C@@H]3CC[C@H]2CC(NC(=O)c2ccc(F)cc2)C3)c1 (stereo partly drawn) | i
CCCN(C(=O)Cc1nc(-c2ccc(OC)cc2)no1)c1ccccc1C | -23.5%

(cont.)
SMILES | Pf Dd2 growth
CC1=C[C@@H](CNC(=O)CC2(CC(=O)O)CCCC2)[C@H](C(C)C)C[C@H]1Cc1nc2ccccc2[nH]1 | -18.9%
Cc1cn(C)c(CC(=O)Nc2cccc(Cl)c2C)c1C(=O)O | -9.4%
CCCNC(=O)c1ccc2c(c1)N=C(CCC)c1ccccc1S2 | i
Cc1ncc2c(c1CNC(=O)c1ccccc1F)CCN(C(=O)Cc1ccc(F)c(F)c1)C2 | -21.6%
CN(C)c1cccc(-c2cc(C(=O)NCCc3ccccn3)c3c(c2)ncn3C)c1 | ?
O=C(Cc1ccccc1Cl)NC1CCN(c2cc(-c3cccs3)[nH]n2)C1 (stereo not drawn) | i
CCOC(=O)c1oc2c(c1C)-c1nn(Cc3c(F)cccc3Cl)cc1CC2 | ?
C[C@@]1(c2ccccc2)CCCCN1C(=O)c1cnc2c(c1)N([S+](=O)([O-])c1cccnc1)CCC2 | i
COc1cccc(-n2c(SCC(=O)N3CCCc4ccccc43)nc3c([nH]c4ccccc43)c2=O)c1 | ?
CC(NC(=O)C(C)(C)C)C(=O)N1CCN(c2ccccn2)CC1 (stereo not drawn) | 16.6%
CCC(C)NC(=O)Cn1cccc1-c1nc(-c2ccc(OC)c(F)c2)no1 (stereo not drawn) | ?
COCc1nc(C2CCN(C(=O)NCC(=O)OC)C2)no1 (stereo not drawn) | 4.5%
Cc1c(NC(=O)c2ccco2)cccc1C(=O)N1CCn2nc(C(=O)O)cc2C1 | -9.5%
Cc1cc(C(=O)N2CC[C@H](NC(=O)c3cnccn3)C[C@H]2C(=O)N[C@H](Cc2ccccc2)C(N)=O)n(C)n1 | -5.0%
Cc1ccc(C(=O)N2C[C@H](c3nc(-c4ccccc4)no3)[C@@H](C)C2)cn1 | -10.3%
Cc1cc(C)c2c(CC(=O)Nc3cc(C(F)(F)F)ccc3Cl)coc2c1 | -16.3%
Cc1c(C(=O)OCc2ccccc2)[nH]c2c1C(=O)CC(c1ccc(N(C)C)cc1)C2 (stereo not drawn) | ?
Cc1cc(C)n(CCC(=O)N2[C@H]3CC[C@@H]2c2cnc(-c4ccc(F)cc4)nc2C3)n1 | ?
CCOCCCNC(=O)N1CCC(c2noc(-c3cnccn3)n2)C1 (stereo not drawn) | i[5.79 µM]
COc1ccc(-c2cnc3[nH]cc(CC(=O)NCCc4ccccn4)c3c2)cc1 | i
CCCOc1ccc(CN2CCCC(COc3ccccc3C(=O)NC3CC3)C2)cc1 (stereo not drawn) | ?
CN1CCN(c2ncnc3c2cnn3-c2cccc(Cl)c2)CC1 | i
CN1C(=O)C(CC(=O)NCc2cccs2)Sc2ncccc21 (stereo not drawn) | -19.6%
N#Cc1ccc(C(=O)N[C@@H](Cc2ccccc2)C(=O)N2CCCOCCNC(=O)CC2)cc1 | -20.6%
Cc1ccccc1NC(=O)c1sc2nc3c(cc2c1N)CN(Cc1ccccc1)CC3 | ?

More structures.
SMILES | Pf Dd2 growth
O=C(Nc1cccnc1)[C@H]1CN(Cc2ccccc2)C[C@H]1C(=O)O | -13.9%
O=C(NCc1cccn1Cc1ccccc1)Nc1cccc(C(F)(F)F)c1 | 8.91µM*
COCCOc1ccc2c(n1)CCN(C(=O)c1cc(C)nn1C)C2 | 10.4%
COc1cccc(CN2CCCC3(CCN(C(=O)c4ccc(OC)nc4OC)C3)C2)c1 (stereo not drawn) | ?
O=C(NCC1CCN(c2cc(-c3ccc(F)cc3)[nH]n2)CC1)c1c[nH]c2ccccc12 | -5.0%
O=C(O)c1ccnc(-c2ccnc(NCC(O)c3ccccc3Cl)n2)c1 (stereo not drawn) | -13.4%
COc1cccc(CN2CCC(C(Cc3ccccc3F)N(C)C(=O)c3cccs3)CC2)c1O (stereo not drawn) | i
Cc1ccc2c(c1)c(=O)c(S(=O)(=O)c1ccc(C)c(C)c1)cn2CC(=O)Nc1ccccc1 | i
CC(=O)Nc1ccc2nnc(-c3ccc(C(=O)N4CCCCCC4)cc3)n2c1 | ?
O=C(c1nccc2ccccc12)N1CCC2(CC1)NCCc1c2[nH]c2ccccc12 | 3.98µM*
CCC(CC)CN1CC2(CCN(C(=O)CCc3nncn3C)CC2)OC1=O | -1.9%
CC(=O)NC(C)c1nc2ccccc2n1Cc1ccccc1Cl (stereo not drawn) | 4.6%
CCc1ccc(NS(=O)(=O)c2ccc(NC(=O)N3CCCC3)cc2)cc1 | i
CCOc1ccc(C(=O)Oc2c(Sc3ccccc3)c(C)nn2C(C)(C)C)cc1OCC | ?
Cc1ccccc1N1Cc2c(NC3CC3)ncnc2N(C)CC1=O | ?
O=C(Nc1ccc2oc(-c3ccc4ccccc4c3)nc2c1)c1cc(Cl)ccc1Cl | -28.0%
O=C1Cc2c(-c3ccc(F)cc3F)n[nH]c2CN1Cc1ccccc1F | i
C=CCNC(=O)N[C@H]1CCN(C(=O)CC(C)(C)C)[C@@H]1C(=O)N[C@@H](Cc1cccs1)C(N)=O | 0.5%
Cn1nnnc1SCCNCc1ccc(OCc2ccccc2Cl)cc1 | i
CC1CCN(S(=O)(=O)c2ccc3c(c2)N(CC(=O)NCCCN2CCCCC2)C(=O)CS3)CC1 | i
COc1cccc(NC(=O)Nc2cccc(-c3ccc(N4CCOCC4)nn3)c2)c1 | -17.7%
Cc1noc(C)c1CC(=O)N(C)C1CCc2nn(CC3CC3)c(=O)n2CC1 (stereo not drawn) | 23.2%
Cc1nc(-c2c3n(c(=O)n(CC(=O)Nc4cccc(C(C)C)c4)c2=O)CCCCC3)no1 | -17.5%
CCOc1ccccc1C1NC(=O)N(CC(=O)Nc2cc(F)ccc2F)C2=C1C(=O)OC2 (stereo not drawn) | i
Cc1cccc(C)c1-c1cc(C(=O)N2CCC(C#N)CC2)c2cnn(C)c2n1 | -17.9%

(cont.)
SMILES | Pf Dd2 growth
O=C(Nc1ccccc1)N1CC2CC(C1)[C@H]1CCCC(=O)N1C2 (stereo partly drawn) | 1.2%
Cn1cccc1C(=O)N1CCC(Nc2cccnc2)C1 (stereo not drawn) | 8.0%[5.79 µM]
Cc1nc(-c2c3n(c(=O)n(Cc4cc(F)cc(F)c4)c2=O)CCCCC3)no1 | i
O=C1c2ccccc2CN1C1CCN(Cc2cncs2)CC1 | 8.8%
Cc1ccc(C(=O)N[C@H]2CO[C@H]3[C@@H]2OC[C@H]3OC(=O)Nc2ccc(C(C)C)cc2)cc1 | -14.1%[44.1 µM]
CCCCn1c(SCc2ccccc2C#N)nc2c(sc3ccccc32)c1=O | -15.5%

Of the compounds above, these have a thiophene ring, fused or not:
SMILES | Pf Dd2 growth
O=C(NC1CCN(c2cc(-c3cccs3)[nH]n2)C1)c1cccc(Cl)c1 (stereo not drawn) | ?
Cc1ccc(-c2nc(-c3nnn4c3COC(c3ccccc3Cl)C4)no2)s1 (stereo not drawn) | i
N#Cc1c(NC(=O)CS(=O)(=O)c2ccc(Cl)cc2)sc2c1CCCCC2 | 79.4%[activator]
O=C(NC1CCN(c2cc(-c3cccs3)[nH]n2)CC1)c1cccc(F)c1 | i
CCCc1nn2c(=O)cc(COC(=O)c3cccc(NC(=O)c4cccs4)c3)nc2s1 | i
O=C(Cc1ccccc1Cl)NC1CCN(c2cc(-c3cccs3)[nH]n2)C1 (stereo not drawn) | i
CN1C(=O)C(CC(=O)NCc2cccs2)Sc2ncccc21 (stereo not drawn) | -19.6%
Cc1ccccc1NC(=O)c1sc2nc3c(cc2c1N)CN(Cc1ccccc1)CC3 | ?
COc1cccc(CN2CCC(C(Cc3ccccc3F)N(C)C(=O)c3cccs3)CC2)c1O (stereo not drawn) | i
C=CCNC(=O)N[C@H]1CCN(C(=O)CC(C)(C)C)[C@@H]1C(=O)N[C@@H](Cc1cccs1)C(N)=O | 0.5%
CCCCn1c(SCc2ccccc2C#N)nc2c(sc3ccccc32)c1=O | -15.5%
